Screening data (PubChem)
LYPLA2 inh: LYPLA2 (human) inhibition in PME1 counter-screen. O95372. recombinant LYPLA2, FP-Rh probe fluorescence polarization. inhibition, % at 5.9 µM. hit rate 0.38% among 320,000;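 active = inhibition above the screen-wide mean plus 3 SD, limit set per campaign, cut at about 26% in these data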;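 also: 0% = LYPLA2 with DMSO and 100% = wells lacking LYPLA2 enzyme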
Target sequence (O95372 whole entry, looked up): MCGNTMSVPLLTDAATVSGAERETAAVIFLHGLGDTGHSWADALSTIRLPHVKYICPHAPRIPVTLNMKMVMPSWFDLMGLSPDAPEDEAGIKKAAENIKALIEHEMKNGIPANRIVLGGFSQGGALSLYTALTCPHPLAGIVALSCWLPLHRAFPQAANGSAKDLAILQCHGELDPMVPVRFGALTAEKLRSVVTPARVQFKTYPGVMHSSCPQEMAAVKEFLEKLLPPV
PREPL inh: inhibits the human prolyl oligopeptidase-like enzyme; AID 2751; inhibition, % at 5.96 µM; recombinant PREPL, fluorescence polarization activity-based probe; hit rate 0.68% among 320,000; Q4J6C6; in the data active = inhibition above about 43%;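 also: 0% = enzyme with DMSO and 100% = wells lacking enzyme; many of its hits are not listed in these tables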
PAFAH2 inh: PAFAH2 (human) inhibition; Q99487; recombinant PAFAH2, FP-rhodamine activity probe, fluorescence polarization; inhibition, % at 3.39 µM; hit rate 0.99% among 340,000;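 active = inhibition above the mean over all tested compounds plus 3 SD, cut at about 30% in these data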;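 also: inhibitors block probe labeling of enzyme so polarization drops; 0% = enzyme with DMSO and 100% = wells lacking PAFAH2 protein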
PAD4 inh: inhibitors of human PAD4; Q9UM07; recombinant PAD4, RCA probe fluorescence polarization; inhibition, % at 6.36 µM; hit rate 0.41% among 330,000;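 active = percent inhibition above a cutoff equal to the mean of all tested compounds plus 3 SD, cut at about 15% in these data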;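 also: 0% = PAD4 with RCA probe and DMSO and 100% = probe without PAD4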
PAFAH1B3 inh: inhibitors of human PAFAH1B3. recombinant PAFAH1B3, FP-rhodamine probe, fluorescence polarization. inhibition, % at 3.39 µM. Q15102. hit rate 0.28% among 340,000;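 active = inhibition above the screen-wide average of all tested compounds plus 3 SD, cut at about 25% in these data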;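 also: 0% = enzyme with DMSO only and 100% = wells lacking PAFAH1B3 protein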
Target sequence (Q15102 whole entry, looked up): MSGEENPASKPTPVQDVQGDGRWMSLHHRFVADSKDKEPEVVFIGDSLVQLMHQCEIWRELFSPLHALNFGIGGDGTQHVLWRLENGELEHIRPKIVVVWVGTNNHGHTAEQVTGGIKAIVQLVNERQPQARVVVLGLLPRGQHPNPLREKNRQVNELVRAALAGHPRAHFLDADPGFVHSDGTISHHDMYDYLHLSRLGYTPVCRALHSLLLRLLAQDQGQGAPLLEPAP
PAFAH1B2 inh: inhibitors of human PAFAH1B2 | P68402 | recombinant PAFAH1B2, FP-rhodamine activity probe, fluorescence polarization | inhibition, % at 3.39 µM | hit rate 1.2% among 340,000 | AID 492953;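 active = inhibition above the mean of all tested compounds plus 3 SD, cut at about 24% in these data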;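 also: 0% = enzyme with DMSO and 100% = wells lacking PAFAH1B2; many of its hits are not listed in these tables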
Target sequence (P68402 whole entry, looked up): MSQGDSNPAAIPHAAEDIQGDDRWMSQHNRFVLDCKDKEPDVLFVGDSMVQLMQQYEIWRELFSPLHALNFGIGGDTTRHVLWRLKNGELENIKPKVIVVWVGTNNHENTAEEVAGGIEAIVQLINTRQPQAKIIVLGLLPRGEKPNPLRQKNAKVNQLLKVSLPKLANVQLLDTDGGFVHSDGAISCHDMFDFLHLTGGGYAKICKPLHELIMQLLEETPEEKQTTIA
GSTO1 inh: counter-screen for RBBP9 inhibitors: inhibitors of human GSTO1; P78417; recombinant GSTO1, activity-based probe fluorescence polarization; inhibition, % at 5.96 µM; hit rate 1.1% among 300,000; AID 1974;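 active = inhibition above the campaign mean inhibition plus 3 SD, cut at about 35% in these data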;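 also: 0% = GSTO1-1 with DMSO and 100% = wells lacking GSTO1-1 enzyme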
pPAFAH inh: inhibitors of human plasma PAF acetylhydrolase (pPAFAH). recombinant pPAFAH, FP-rhodamine probe fluorescence polarization. inhibition, % at 3.39 µM. hit rate 1.5% among 330,000. AID 463082;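 active = inhibition above the mean inhibition across the screen plus 3 SD, cut at about 25% in these data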;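 also: inhibitors block binding of the rhodamine activity-based probe so polarization drops; 0% = enzyme with DMSO and 100% = wells lacking pPAFAH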
LYPLA1 counter: LYPLA1 (human) inhibition in PME1 counter-screen; O75608; hit rate 0.16% among 320,000; inhibition, % at 5.9 µM; recombinant LYPLA1, FP-Rh probe fluorescence polarization;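 active = inhibition above the mean of all tested compounds plus 3 SD, set per campaign, cut at about 14% in these data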;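 also: inhibitors block serine hydrolase probe labeling of LYPLA1 so polarization falls; 0% = enzyme with DMSO and 100% = wells lacking LYPLA1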
Target sequence (O75608 whole entry, looked up): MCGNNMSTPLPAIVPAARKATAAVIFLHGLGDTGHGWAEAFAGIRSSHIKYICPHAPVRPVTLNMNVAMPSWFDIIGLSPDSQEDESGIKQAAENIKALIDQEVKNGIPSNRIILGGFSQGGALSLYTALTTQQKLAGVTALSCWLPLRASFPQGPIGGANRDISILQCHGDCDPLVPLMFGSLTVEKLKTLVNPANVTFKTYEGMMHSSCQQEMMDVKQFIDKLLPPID
An asterisk follows results filed as active; x = no result given. An excerpt; rates above refer to the full screens.

Labels used below – A = LYPLA2 inh; B = PREPL inh; C = PAFAH2 inh; D = PAD4 inh; E = PAFAH1B3 inh; F = PAFAH1B2 inh; G = GSTO1 inh; H = pPAFAH inh; I = LYPLA1 counter
(1) COP(=O)(OC)C(O)C(Cl)(Cl)Cl (centres undefined)
  A: 1	B: -2	C: x	D: -1	E: x	F: x	G: 44*	H: 0	I: -2

(2) O=C1CN=C(c2ccc(Br)cc2)c2oc3ccccc3c2N1
  A: -1	B: -2	C: -2	D: -2	E: -6	F: -1	G: 0	H: 3	I: -1

(3) CCCN(CCC)C1CCc2cccc(O)c2C1 (centres undefined)
  A: 6	B: -4	C: 7	D: -6	E: 8	F: 4	G: -2	H: 5	I: -4

(4) COc1ccccc1-n1c(/C=C/c2ccc(O)cc2)nc2ccccc2c1=O
  A: -1	B: 1	C: -2	D: -2	E: 2	F: 5	G: -15	H: 3	I: -3

(5) O=C(c1cccs1)N1C2CCC1CC(O)(c1cccnc1)C2 (centres undefined)
  A: -4	B: -4	C: 3	D: 3	E: -1	F: 1	G: 2	H: 2	I: 1

(6) c1ccc(OCC2CO2)cc1 (centres undefined)
  A: 2	B: 1	C: 9	D: -3	E: 6	F: 11	G: x	H: 3	I: -5

(7) COC(=O)C1=C(c2ccc(Cl)c(C(F)(F)F)c2)C[C@@H]2CC[C@H]1N2C(=O)NCCCOC(C)C
  A: 4	B: 11	C: 2	D: -3	E: 5	F: 1	G: x	H: 5	I: -2

(8) O=c1cccc2n1C[C@H]1C[C@@H]2CN2CCCC[C@@H]12
  A: 2	B: 0	C: -5	D: 1	E: 5	F: 0	G: -2	H: 0	I: 1

(9) COc1ccccc1CCNC1CCCC(C)C1 (centres undefined)
  A: 6	B: 2	C: 3	D: -2	E: 10	F: 2	G: -3	H: 1	I: 1

(10) COc1ccc(CCNC2CCCCC2)cc1
  A: 2	B: 2	C: 2	D: 2	E: 10	F: -6	G: -2	H: 0	I: 3

(11) Cc1cccc(-n2c(=S)[nH]c3ccccc3c2=O)n1
  A: -3	B: 9	C: 3	D: 0	E: 5	F: 1	G: 12	H: 0	I: 0

(12) Cc1cc(OCc2nn[nH]n2)c2c3c(c(=O)oc2c1)CCC3
  A: -2	B: -2	C: 0	D: -4	E: 6	F: 7	G: -12	H: -2	I: -5

(13) CCOC(=O)C(=CNc1ccc(C(O)(C(=O)OCC)C(F)(F)F)cc1C)C(=O)OCC (centres undefined)
  A: -1	B: -1	C: -1	D: -1	E: 3	F: -12	G: -3	H: 6	I: 1

(14) Cc1cccc(C(=O)Nc2ccc(Cl)cc2C(=O)c2ccccc2)c1
  A: -2	B: -9	C: 0	D: -2	E: 4	F: 4	G: 3	H: 8	I: 0

(15) CC1(C)NC(=O)[C@H]2CCCN21
  A: -1	B: 9	C: 7	D: 1	E: 6	F: 2	G: 8	H: 2	I: 0

(16) COc1ccccc1N1CCN(Cc2cccc(Br)c2)CC1
  A: 9	B: 13	C: 2	D: 5	E: 10	F: 4	G: 1	H: 7	I: -3

(17) CC(C)(C)C(=O)O[C@H]1CC[C@@]2(C)C(=CC(=O)C3C2CC[C@]2(C)C(=O)CCC32)C1 (some centres undefined)
  A: x	B: 7	C: -3	D: -1	E: -3	F: 6	G: x	H: 0	I: x

(18) CC(=O)Nc1cc(C(=O)N2CCC3(CC2)OCCO3)ccc1S(=O)(=O)c1ccc(C)cc1
  A: 3	B: 12	C: 8	D: -7	E: 9	F: -3	G: 4	H: 4	I: -1

(19) NC(=O)c1ccsc1NC(=O)COC(=O)Cc1ccccc1
  A: 2	B: 4	C: 0	D: -2	E: 0	F: 0	G: x	H: -7	I: 1

(20) COc1ccc(C2SCC(=O)Nc3c2c(C)nn3C2CCOC(C)(C)C2)cc1OC (centres undefined)
  A: -5	B: 16	C: 11	D: -6	E: 6	F: 4	G: -2	H: -3	I: 0

(21) CCOC(=O)c1c(C)n(Cc2ccccc2)c2ccc(O)cc12
  A: -1	B: 7	C: 6	D: -3	E: 7	F: 3	G: 5	H: 10	I: 0

(22) O=C(OCCN1CCOCC1)C1(c2ccccc2)CCCC1
  A: 0	B: 8	C: 1	D: 1	E: 8	F: 36*	G: -1	H: -3	I: 0

(23) CCCCCCOC(=O)c1ccccc1N
  A: 1	B: -7	C: 1	D: -1	E: 5	F: -2	G: 11	H: 2	I: -2

(24) Cc1cccc(N=Cc2c(O)n(-c3ccccc3C)c(=O)[nH]c2=O)c1
  A: -1	B: -2	C: -5	D: -3	E: 6	F: 0	G: 3	H: 4	I: -2

(25) COc1ccccc1C(=O)C1CCCN(Cc2cnc(C)s2)C1 (centres undefined)
  A: 3	B: 16	C: 4	D: 4	E: 5	F: 5	G: 5	H: 0	I: 0

Grouped by structure: the entries above with a thiophene ring, fused or not (two)
Labels used below – A = LYPLA2 inh; B = PREPL inh; C = PAFAH2 inh; D = PAD4 inh; E = PAFAH1B3 inh; F = PAFAH1B2 inh; G = GSTO1 inh; H = pPAFAH inh; I = LYPLA1 counter
(5) O=C(c1cccs1)N1C2CCC1CC(O)(c1cccnc1)C2 (centres undefined)
  A: -4	B: -4	C: 3	D: 3	E: -1	F: 1	G: 2	H: 2	I: 1

(19) NC(=O)c1ccsc1NC(=O)COC(=O)Cc1ccccc1
  A: 2	B: 4	C: 0	D: -2	E: 0	F: 0	G: x	H: -7	I: 1

(more compounds)
Labels used below – A = LYPLA2 inh; B = PREPL inh; C = PAFAH2 inh; D = PAD4 inh; E = PAFAH1B3 inh; F = PAFAH1B2 inh; G = GSTO1 inh; H = pPAFAH inh; I = LYPLA1 counter
(26) Cc1ccc(C(=O)c2cc(Br)ccc2N)cc1
  A: -1	B: 19	C: 2	D: 0	E: 1	F: 4	G: 2	H: 3	I: 0

(27) CCOC(=O)C1SC2(C(F)F)CC1(O)c1c(c(OC)c3occc3c1OC)O2 (centres undefined)
  A: -3	B: 10	C: 0	D: 1	E: 1	F: 1	G: 5	H: -3	I: 3

(28) COc1ccc(C(=O)OC2CC[C@@]3(C)C4CCC5[C@]6(O)CC(O)[C@@]7(O)C(CN8CC(C)CCC8[C@@]7(C)O)[C@]6(O)C[C@@]53O[C@]24O)cc1OC (some centres undefined)
  A: -4	B: 24	C: 2	D: -4	E: -1	F: 3	G: 8	H: 0	I: 0

(29) CCN(CC(=O)Nc1ccc(NC(C)=O)cc1)C(=O)CSC(c1ccccc1)c1ccccc1
  A: 3	B: 3	C: 7	D: -5	E: 17	F: 1	G: x	H: 1	I: -6

(30) CC(C)(C)C(=O)O[C@H]1CC[C@@]2(C)C(=CC(=O)C3C2CC[C@]2(C)C(=O)[C@H](O)CC32)C1 (some centres undefined)
  A: x	B: 3	C: 1	D: -5	E: 3	F: 3	G: x	H: -5	I: x

(31) CC1CCCCC1NC(=O)CNC(=S)N1CC2CC(C1)c1cccc(=O)n1C2 (centres undefined)
  A: -1	B: 3	C: 8	D: -2	E: 5	F: -1	G: 0	H: 8	I: -4

(32) COc1ccc(-n2c(SCCN(C)C)nc3ccccc3c2=O)cc1
  A: 2	B: 7	C: 1	D: 0	E: 6	F: 4	G: -4	H: 5	I: -1

(33) COC(=O)C1=C(c2ccc(C(C)=O)cc2)C[C@@H]2CC[C@H]1N2C(=O)NCc1ccco1
  A: 0	B: 5	C: -3	D: -1	E: -2	F: -1	G: x	H: 9	I: 7

(34) Cc1ccc(-n2c(O)c(C=NCC3CCCO3)c(=O)[nH]c2=O)c(C)c1 (centres undefined)
  A: -3	B: -2	C: 12	D: -7	E: 5	F: 2	G: -8	H: 5	I: -2

(35) O=C1NC(=O)C(CCc2ccncc2)(Cc2ccc([N+](=O)[O-])cc2)C(=O)N1
  A: -4	B: -5	C: -9	D: 1	E: 10	F: 1	G: 0	H: 0	I: 1

(36) CCN1CCN(Cc2cc(Br)cc(OC)c2O)CC1
  A: 5	B: 3	C: -10	D: -1	E: 11	F: 4	G: 0	H: 2	I: 2

(37) COc1ccc(CCN)cc1O
  A: -4	B: 6	C: 9	D: -1	E: -5	F: 7	G: -1	H: 6	I: -1

(38) O=C1C2CCCN2C(c2ccccc2)N1c1ccccn1 (centres undefined)
  A: -4	B: 10	C: -4	D: -2	E: 3	F: -5	G: 6	H: 1	I: 2

(39) COc1ccc(N2CCN(CCc3ccncc3)CC2)cc1
  A: 10	B: 12	C: 6	D: 0	E: 5	F: 3	G: 4	H: 0	I: 4

(40) Cc1ccccc1NC(=O)COC(=O)c1cc(C)n(C2CC2)c1C
  A: 0	B: 29	C: 7	D: 0	E: 7	F: 0	G: x	H: 4	I: -1

(41) CN1C2c3ccccc3C3C4c5ccccc5C(C31)C(C2[N+](=O)[O-])N4C (centres undefined)
  A: 3	B: 5	C: -3	D: -4	E: 2	F: 3	G: 6	H: 5	I: 1

(42) COc1ccc(CC(=O)N(CCN(C)C)CC2CCCN(Cc3ccccc3F)C2)cc1 (centres undefined)
  A: -3	B: 12	C: -1	D: -4	E: 7	F: 0	G: 5	H: -4	I: -1

(43) CCC(=NCCc1ccccc1)c1c(O)n(C)c(=O)n(C)c1=O
  A: -8	B: 7	C: -2	D: 1	E: 8	F: 4	G: 6	H: -4	I: -6

(44) CCOC(=O)c1c(C)c(P(=S)(N2CCOCC2)N2CCOCC2)n(C)c1C
  A: 3	B: 0	C: 6	D: 5	E: 5	F: 2	G: 13	H: 2	I: 1

(45) COc1cccc(C2(O)CCN(CC(=O)Nc3nc(C)cs3)CC2)c1
  A: 0	B: 20	C: -5	D: 5	E: -1	F: 3	G: 15	H: -2	I: -3

Exported as labelled records: part of the list above.
#28 COc1ccc(C(=O)OC2CC[C@@]3(C)C4CCC5[C@]6(O)CC(O)[C@@]7(O)C(CN8CC(C)CCC8[C@@]7(C)O)[C@]6(O)C[C@@]53O[C@]24O)cc1OC (some centres undefined)
  LYPLA2 inh = -4	PREPL inh = 24	PAFAH2 inh = 2	PAD4 inh = -4	PAFAH1B3 inh = -1	PAFAH1B2 inh = 3	GSTO1 inh = 8	pPAFAH inh = 0	LYPLA1 counter = 0
#34 Cc1ccc(-n2c(O)c(C=NCC3CCCO3)c(=O)[nH]c2=O)c(C)c1 (centres undefined)
  LYPLA2 inh = -3	PREPL inh = -2	PAFAH2 inh = 12	PAD4 inh = -7	PAFAH1B3 inh = 5	PAFAH1B2 inh = 2	GSTO1 inh = -8	pPAFAH inh = 5	LYPLA1 counter = -2
#27 CCOC(=O)C1SC2(C(F)F)CC1(O)c1c(c(OC)c3occc3c1OC)O2 (centres undefined)
  LYPLA2 inh = -3	PREPL inh = 10	PAFAH2 inh = 0	PAD4 inh = 1	PAFAH1B3 inh = 1	PAFAH1B2 inh = 1	GSTO1 inh = 5	pPAFAH inh = -3	LYPLA1 counter = 3
#40 Cc1ccccc1NC(=O)COC(=O)c1cc(C)n(C2CC2)c1C
  LYPLA2 inh = 0	PREPL inh = 29	PAFAH2 inh = 7	PAD4 inh = 0	PAFAH1B3 inh = 7	PAFAH1B2 inh = 0	GSTO1 inh = x	pPAFAH inh = 4	LYPLA1 counter = -1

Filtered by structure: those above with a CF3 group
Labels used below – A = LYPLA2 inh; B = PREPL inh; C = PAFAH2 inh; D = PAD4 inh; E = PAFAH1B3 inh; F = PAFAH1B2 inh; G = GSTO1 inh; H = pPAFAH inh; I = LYPLA1 counter
(7) COC(=O)C1=C(c2ccc(Cl)c(C(F)(F)F)c2)C[C@@H]2CC[C@H]1N2C(=O)NCCCOC(C)C
  A: 4	B: 11	C: 2	D: -3	E: 5	F: 1	G: x	H: 5	I: -2

(13) CCOC(=O)C(=CNc1ccc(C(O)(C(=O)OCC)C(F)(F)F)cc1C)C(=O)OCC (centres undefined)
  A: -1	B: -1	C: -1	D: -1	E: 3	F: -12	G: -3	H: 6	I: 1

Values by screen from the list:
Nos. 38–43 in pPAFAH inh, in turn: 1, 0, 4, 5, -4, -4
